# High-throughput results deposited in PubChem BioAssay by The Scripps Research Institute Molecular Screening Center.
# procasp7 counter: counter-screen for procaspase-3 activators: activators of human procaspase-7 | recombinant procaspase-7, Ac-DEVD-pNA absorbance 405 nm; D23A/D198A/D206A triple mutant, cannot self-cleave; scale: DMSO 0, 5 µM enzyme 100 | 0.093% of 330,000 active | activation, % at 8.5 µM;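 active = percent activation above the screen-wide mean plus 3 SD, cut at about 25% in these data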
#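 signal = Epi-absorbance of released pNA at 405 nm, two timepoints | assay system = Uncleavable procaspase-7 mutant enzyme | reagent = Ac-DEVD-pNA substrate, 400 µM as added | times = 1 h enzyme–compound preincubation and 2 h substrate reaction, both 25 °C | benchmarks = low DMSO alone, high DMSO plus 5 µM PC-7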
# PAFAH2 inh: inhibitors of human PAFAH2; AID 492956; recombinant PAFAH2, FP-rhodamine activity probe, fluorescence polarization; 0.99% of 340,000 active; Q99487; inhibition, % at 3.39 µM;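 active = inhibition above the mean over all tested compounds plus 3 SD, cut at about 30% in these data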;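 also: inhibitors block probe labeling of enzyme so polarization drops; 0% = enzyme with DMSO and 100% = wells lacking PAFAH2 protein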
# AHR activator: activates the human aryl hydrocarbon receptor; P35869; AID 2796; AHR-responsive luciferase reporter cells, luminescence; 2.5% of 320,000 active; activation, % at 5 µM; in the data active = activation above about 47%;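 also: 0% = vehicle wells and 100% = reference agonist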
# Target sequence (P35869 whole entry, looked up): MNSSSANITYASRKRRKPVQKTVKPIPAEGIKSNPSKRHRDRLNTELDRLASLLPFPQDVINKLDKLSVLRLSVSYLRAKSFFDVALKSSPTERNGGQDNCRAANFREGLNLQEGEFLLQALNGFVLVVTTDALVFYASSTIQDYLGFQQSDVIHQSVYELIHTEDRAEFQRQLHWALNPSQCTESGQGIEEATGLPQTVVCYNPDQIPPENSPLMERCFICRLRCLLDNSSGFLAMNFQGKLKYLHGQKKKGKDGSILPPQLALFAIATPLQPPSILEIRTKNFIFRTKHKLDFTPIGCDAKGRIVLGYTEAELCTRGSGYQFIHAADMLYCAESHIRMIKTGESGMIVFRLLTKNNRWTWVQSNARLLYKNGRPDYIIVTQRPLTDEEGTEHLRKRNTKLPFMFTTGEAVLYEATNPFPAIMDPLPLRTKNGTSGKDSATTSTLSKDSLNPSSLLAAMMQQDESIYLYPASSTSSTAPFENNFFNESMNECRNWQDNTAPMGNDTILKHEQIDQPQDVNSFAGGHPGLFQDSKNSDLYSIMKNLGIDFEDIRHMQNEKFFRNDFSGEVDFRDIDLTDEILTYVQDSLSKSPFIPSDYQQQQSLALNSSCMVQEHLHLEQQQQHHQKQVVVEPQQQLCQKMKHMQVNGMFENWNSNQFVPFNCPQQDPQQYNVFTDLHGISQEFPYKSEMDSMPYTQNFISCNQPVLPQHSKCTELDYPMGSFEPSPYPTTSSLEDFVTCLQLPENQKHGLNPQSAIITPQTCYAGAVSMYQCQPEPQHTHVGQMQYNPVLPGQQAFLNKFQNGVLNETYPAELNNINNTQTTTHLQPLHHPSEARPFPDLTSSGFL
# TPT1 inh: inhibitors of Candida albicans tRNA 2'-phosphotransferase TPT1; 0.81% of 300,000 active; inhibition, % at 5 µM; recombinant caTPT1, FP RNA substrate dephosphorylation;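 active = inhibition above the mean of all tested compounds plus 3 SD, set per screening campaign, cut at about 24% in these data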;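 also: plate controls were DMSO alone for no effect and ferristatin control at 100 nM for full effect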
# proCasp3 act: activators of human procaspase-3; recombinant procaspase-3 D3A, Ac-DEVD-pNA absorbance 405 nm; activation, % at 8.5 µM; P42574; 0.11% of 330,000 active;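 active = activation above the mean of all tested compounds plus 3 SD, cut at about 21% in these data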;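 also: 0% = DMSO alone and 100% = DMSO wells spiked with extra 5 µM PC-3 D3A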
# Target sequence (P42574 whole entry D9A/D28A/D175A): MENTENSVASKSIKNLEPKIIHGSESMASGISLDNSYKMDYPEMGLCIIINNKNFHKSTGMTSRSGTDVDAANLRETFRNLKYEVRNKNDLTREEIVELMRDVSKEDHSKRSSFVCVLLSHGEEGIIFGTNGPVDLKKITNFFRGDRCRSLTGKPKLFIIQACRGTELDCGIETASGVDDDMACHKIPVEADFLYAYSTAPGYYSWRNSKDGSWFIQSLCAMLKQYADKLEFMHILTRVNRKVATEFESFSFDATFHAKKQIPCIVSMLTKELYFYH
#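 System: Procaspase-3 D3A mutant. Medium: Zinc-free 300 mM NaCl, 50 mM HEPES, 0.01% Triton X-100. Schedule: 1 h preincubation plus 2 h reaction at 25 °C. Measured by: 405 nm absorbance of p-nitroaniline, reads at 0 and 120 min. Read-out: percent activation relative to control range.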
# PP1 counter: blocks human PP1-alpha phosphatase, a PP5 counter-screen; 0.9% of 320,000 active; inhibition, % at 6.7 µM; purified PP1alpha, OMFP fluorescence; AID 2235;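 active = inhibition above the mean inhibition of all tested compounds plus 3 SD, computed separately for each screening campaign, cut at about 15% in these data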
# Fh CTSL1 inh: counter-screen for PFM18AAP inhibitors: inhibitors of F. hepatica cathepsin L1. 0.49% of 300,000 active. inhibition, % at 5.96 µM. recombinant F. hepatica cathepsin L1, Z-Leu-Arg-MCA fluorescence;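 active = inhibition above the mean of all tested compounds plus 3 SD, set per screening campaign, cut at about 17% in these data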;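 also: 0% = plate median of test compound wells and 100% = 1 µM Z-Phe-Ala-diazomethylketone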
# core dimer inh: HCV core protein dimerization inhibition | TR-FRET GST/Flag-core106 dimerization, 1536-well | inhibition, % at 5 µM | 0.33% of 300,000 active | AID 1899;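 active = inhibition above the mean of all tested compounds plus 3 SD, set per screening campaign, cut at about 45% in these data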
#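 Assay system: tagged HCV core106 pair (GST and Flag); medium: KF-containing HEPES buffer, pH 7.45, DTT, CHAPS, BSA; also added: Eu donor and XL665 acceptor anti-tag antibodies; dosing: 5 µM single dose; timing: compound-protein-antibody incubation 4 h at 22.5 °C; signal: TR-FRET 671 and 617 nm emission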
# PP5 primary: inhibitors of human protein phosphatase 5 (PP5). purified PP5c, OMFP substrate fluorescence. inhibition, % at 6.7 µM. 0.18% of 320,000 active. AID 1987;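 active = inhibition above the campaign's mean inhibition across all tested compounds plus 3 SD, cut at about 9.5% in these data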;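 also: 0% = DMSO only and 100% = 100 µM cantharidin control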
# * = called active by the depositor; nt = no result given.
SMILES,procasp7 counter,PAFAH2 inh,AHR activator,TPT1 inh,proCasp3 act,PP1 counter,Fh CTSL1 inh,core dimer inh,PP5 primary
CCC1(c2ccccc2)NC(=O)N(CC(=O)Nc2ccccc2N2CCCCC2)C1=O (stereo unspecified),3.2,-1.9,0.1,-1.7,9.7,1.9,0.7,6.5,1.4
Cc1cc(Nc2cccc(F)c2)nc(NCc2ccccc2)n1,0.0,-0.3,25.8,0.8,-3.1,9.1,-1.4,-7.8,4.4
O=C(CSc1nnnn1-c1ccccc1)Nc1nsc(-c2ccc(Cl)cc2)n1,17.8,-21.7,5.9,-1.4,9.6,4.2,1.4,25.8,-0.1
CCC(C)N(C(=O)COc1ccc(Br)cc1C=O)C1CCS(=O)(=O)C1 (stereo unspecified),-3.5,5.0,1.4,2.8,3.9,-5.5,-0.9,8.1,-2.2
Cc1nnc(NC(=O)CSc2nccn2C)s1,5.4,2.5,3.7,-2.1,5.9,0.4,2.6,0.0,0.8
COc1ccc2[nH]c(=O)c(CN(Cc3cccnc3)C(=S)NCC3CCCO3)cc2c1 (stereo unspecified),0.5,3.2,4.4,-1.6,-0.9,-3.0,5.0,-0.8,-1.0
Cc1nnc(C)n1/N=C/c1ccc(C(=O)O)cc1,2.4,5.0,-0.4,-1.5,4.2,-2.2,-4.1,1.0,2.3
CCCCN(C)Cc1c(C(=O)N2CCc3ccccc3C2)nc2ccc(Cl)cn12,-8.6,5.1,7.1,-11.0,-7.0,-0.2,1.8,10.5,-1.8
Cc1ccc(S(=O)(=O)N2CCCC2)cc1[N+](=O)[O-],7.4,-1.1,-4.2,1.4,7.1,-3.4,-4.1,9.2,0.5
CC(C)C[C@H](NC(=O)N1CCn2c1nc1ccccc12)C(=O)N[C@@H](C(=O)O)c1ccccc1,-0.2,-0.6,0.5,0.9,-3.2,0.0,-1.6,-2.6,3.7
COc1ccc(C)cc1NC(=O)CCc1ccc(S(=O)(=O)N2CCOCC2)cc1,5.9,2.1,6.1,nt,2.2,0.1,nt,nt,0.1
CCCCN(CC)CCNS(=O)(=O)c1ccc2c(c1)oc(=O)n2C,-1.6,1.1,-2.0,2.1,-2.1,2.9,-0.8,-6.5,-0.5
Cn1c(=O)n(Cc2ccccc2)c2ccccc21,-8.6,15.6,1.1,-0.6,10.7,-7.7,-1.9,-2.9,0.2
CCN(CC)S(=O)(=O)N1CCC(C(=O)NC2CCCC2)CC1,11.5,1.8,-0.3,-5.4,-1.6,0.5,-2.2,-1.7,1.9
O=C(c1cccc(S(=O)(=O)N2CCCC2)c1)c1cccc(S(=O)(=O)N2CCCC2)c1,9.6,0.4,1.1,-3.0,-3.1,0.4,1.4,11.1,1.6
NS(=O)(=O)c1cc(C(=O)N2CCc3ccccc32)c(Cl)cc1Cl,-11.5,3.6,2.4,-3.2,7.5,4.9,-1.1,0.2,0.6
COc1ccc([N+](=O)[O-])cc1NS(=O)(=O)c1ccc(Cl)c(C(=O)Nc2sc3c(c2C#N)CCCCC3)c1,1.4,nt,-0.5,2.6,3.3,0.7,3.4,19.9,0.1
O=C(O)CC(CC(=O)Nc1ccc2ccccc2n1)c1ccccc1 (stereo unspecified),2.9,-3.8,-0.1,-2.6,8.8,-3.9,-2.2,-4.7,-0.6
O=C(N/N=C1\CC(c2ccccc2)Oc2ccccc21)c1ccccn1 (stereo unspecified),5.7,1.5,0.1,-3.4,-1.7,1.7,2.8,5.6,-0.5
COc1cccc(-c2[nH]nc3c2C(c2ccoc2)C(C#N)=C(N)O3)c1 (stereo unspecified),0.7,6.3,3.4,1.1,-0.1,-5.5,0.1,0.4,0.7
CN(C)CCNC(=O)c1ccccc1,5.0,2.0,1.1,-4.4,-1.1,3.8,1.6,-11.2,2.9
CCOc1cccc(C(=O)NC(=S)Nc2cccnc2)c1,0.6,-1.1,4.0,-0.7,4.9,-0.1,-1.3,-1.7,0.1
CN(c1ccc(OCC(=O)Nc2nc(-c3ccccc3)cs2)cc1)S(=O)(=O)c1ccc(F)cc1,2.0,-33.2,3.0,-1.8,-2.4,6.6,-1.0,30.4,3.1
CC(=O)n1nc(-c2cccnc2)nc1NCc1cccs1,-0.4,2.5,1.1,-1.1,-6.6,-4.0,0.3,-1.8,0.9
Cc1ccc(NC(=S)N(C)N)cc1Cl,-3.5,2.5,0.8,-2.7,16.8,-0.8,-0.8,-1.2,-0.3
NC(=O)C1CCN(C(=O)C(=O)c2cn(CC(=O)N3CCCC3)c3ccccc23)CC1,6.0,-6.5,2.2,-2.6,4.5,-2.6,-1.2,-3.2,3.5
Cc1ccc(C)c(NC(=S)NC(C)C(c2cccs2)N2CCOCC2)c1 (stereo unspecified),2.0,3.0,1.1,1.4,4.6,-2.5,1.3,2.4,2.5
CC(C(c1ccc2c(c1)OCO2)c1c(N)n(C)c(=O)n(C)c1=O)[N+](=O)[O-] (stereo unspecified),-3.7,-3.1,5.1,0.1,11.5,-2.6,-1.7,-0.2,-0.1
CCC(C)C(NC(=O)C(C)NC(=O)CNC(=O)CNC(=O)OCc1ccccc1)C(=O)OC (stereo unspecified),13.7,-4.0,-0.2,-5.1,-0.1,0.1,-0.6,-3.4,0.5
O=C(Nc1ccc2c(c1)OCCO2)C1CCN(S(=O)(=O)c2cccs2)CC1,0.3,5.9,4.1,0.1,0.5,6.9,-2.5,0.7,-2.1
O=C(NNc1cccc(Cl)c1)c1cccnc1Oc1ccccc1,-5.0,1.3,1.6,-2.8,-2.8,-4.1,-2.6,0.9,2.8
COc1ccc(-n2c(=O)c3c(C)c(C)sc3n(Cc3cccc(F)c3)c2=O)c(OC)c1,5.6,-14.3,0.6,-1.3,-3.1,-1.7,-0.7,2.9,4.1
O=C(N/N=C1\CC(c2ccccc2)Oc2ccccc21)c1ccc(O)cc1 (stereo unspecified),-27.8,-4.5,29.3,-1.8,-5.3,-2.5,3.4,-2.2,0.1
Cc1ccccc1C(=O)NC(=S)Nc1ccc(Oc2ccc(Cl)cc2)cc1,2.2,-1.2,-1.7,-1.0,-10.3,2.2,6.5,3.1,-0.7
C=CCN1C(=O)C2(NC(=O)c3ccccc3N2)c2ccccc21 (stereo unspecified),0.0,3.4,-0.3,-6.7,-6.7,-4.4,-2.2,3.9,-0.8
Cc1cc(C)n2nc(C(=O)N/N=C/c3ccccc3Cl)nc2n1,2.8,8.0,4.4,-0.9,-2.2,-0.9,-3.1,-4.3,-2.8
CCn1c(=O)[nH]c(=O)c2c(N)c(C(=O)c3cc(F)ccc3F)sc21,6.9,2.9,7.5,2.3,6.4,-2.8,0.3,6.5,1.7
COc1ccccc1N1CCN(CCCCOc2ccc(C)cc2C)CC1,6.7,5.1,-1.2,-1.0,-7.5,3.6,8.4,3.2,0.5
CCN(CC)S(=O)(=O)c1ccc(N2CCOCC2)c(NC(=O)C2CCCC2)c1,-1.8,3.8,-2.6,-1.4,4.9,-2.1,-2.5,-7.6,-0.4
COc1ccc(-c2nsc3c(SCc4ccccc4)ncnc23)cc1,0.0,-0.9,-0.7,-0.2,-11.2,-0.9,-2.3,5.8,-2.0

# For convenience, some entries already given.
SMILES,procasp7 counter,PAFAH2 inh,AHR activator,TPT1 inh,proCasp3 act,PP1 counter,Fh CTSL1 inh,core dimer inh,PP5 primary
C=CCN1C(=O)C2(NC(=O)c3ccccc3N2)c2ccccc21 (stereo unspecified),0.0,3.4,-0.3,-6.7,-6.7,-4.4,-2.2,3.9,-0.8
Cc1cc(C)n2nc(C(=O)N/N=C/c3ccccc3Cl)nc2n1,2.8,8.0,4.4,-0.9,-2.2,-0.9,-3.1,-4.3,-2.8
CCn1c(=O)[nH]c(=O)c2c(N)c(C(=O)c3cc(F)ccc3F)sc21,6.9,2.9,7.5,2.3,6.4,-2.8,0.3,6.5,1.7
COc1ccccc1N1CCN(CCCCOc2ccc(C)cc2C)CC1,6.7,5.1,-1.2,-1.0,-7.5,3.6,8.4,3.2,0.5
CCN(CC)S(=O)(=O)c1ccc(N2CCOCC2)c(NC(=O)C2CCCC2)c1,-1.8,3.8,-2.6,-1.4,4.9,-2.1,-2.5,-7.6,-0.4

# The list continues.
SMILES,procasp7 counter,PAFAH2 inh,AHR activator,TPT1 inh,proCasp3 act,PP1 counter,Fh CTSL1 inh,core dimer inh,PP5 primary
CCN(CC)c1ccc(/C=N/Nc2nc(C)cc(=O)[nH]2)c(O)c1,-10.2,-1.5,6.3,10.4,-21.4,3.2,-1.4,-51.6,0.9
CCC1CCCCN1CCCNC(=O)c1ccc(N2CCCC2=O)cc1 (stereo unspecified),-9.4,-0.5,0.4,-2.1,8.6,-0.5,-1.6,2.7,2.2
O=C(CN1C(=O)c2ccccc2C1=O)NCc1ccc(C(=O)O)cc1,3.8,-4.0,5.1,36.6*,-10.6,-3.8,10.4,8.0,-1.8
CCSCCOC(=O)C1=C(C)N(C)C(=O)NC1c1ccc2c(c1)OCO2 (stereo unspecified),-2.3,5.9,1.1,6.7,-4.3,2.9,7.5,-1.7,-0.2
CCOC(=O)C1CCN(c2cc(=O)n(-c3ccc(OC)cc3)c(=O)[nH]2)CC1,6.1,1.7,-0.8,-2.1,6.0,-5.0,3.7,-7.9,0.7
O=C(c1ccccc1Cl)N1CCN(S(=O)(=O)N2CCCCC2)CC1,8.7,-4.6,-0.5,-3.2,3.0,-0.4,1.1,-12.6,2.7
CNC(=O)COc1ccc(C=O)cc1OC,3.5,-1.5,1.6,-4.9,1.6,5.5,-9.8,-7.9,1.2
Cc1ccc(NC(=O)Cn2cccc2C2=NC(c3ccccc3)CO2)cc1C (stereo unspecified),-4.3,15.8,5.0,-0.5,-10.1,-4.5,1.4,0.7,-6.2
CCS(=O)(=O)Nc1cc(C(=O)OC)ccc1C(=O)OC,-4.2,11.2,0.5,-1.6,-5.9,-3.5,-0.3,25.1,0.4
O=c1cc(-c2ccccc2)nc2n1Cc1ccccc1-2,-3.0,2.2,110.6*,-0.6,-4.9,-6.3,-0.9,0.8,0.9
CCOC(=O)c1nc(C)n(-c2ccc(Cl)cc2)n1,-4.5,-9.7,9.9,0.6,-2.5,-4.0,-2.6,0.0,-0.8
COc1ccc(C2C(C#N)=C(N)OC3=C2C(=O)CC(C)(C)C3)cc1Cn1cc([N+](=O)[O-])cn1 (stereo unspecified),0.9,7.9,1.5,-0.7,-2.7,2.9,2.9,-0.5,-0.4
CCOP(=O)(c1ccccc1)C(O)c1ccccc1 (stereo unspecified),-4.0,8.0,-4.9,0.1,-0.6,0.1,-2.6,-10.7,1.0
CCCCNC(=O)c1ccc(N2CCOCC2)c(NS(=O)(=O)c2ccc(OC)cc2)c1,1.4,6.4,0.0,1.6,11.7,-2.8,5.9,-2.0,-0.5
FC(F)(F)c1cnc(-c2cnc(-c3cccnc3)nc2)c(Cl)c1,-6.8,5.3,-5.5,-5.7,2.5,-5.1,-5.4,-0.6,0.2
O=C1CCCN1CN(C(=O)c1ccc2c(c1)OCO2)c1ccc(F)cc1,13.3,-5.1,-0.8,1.0,2.0,-5.5,-1.3,-2.0,0.5
